ALOX12 inh: Primary qHTS assay for inhibitors of human arachidonate 12S-lipoxygenase (ALOX12): Round 2 | Polyunsaturated fatty acid lipoxygenase ALOX12 (Homo sapiens), P18054 | purified 12hLO, xylenol orange hydroperoxide absorbance | Potency, µM (highest dose often 108 µM), without a hit: top-dose activity change, negative = inhibition, most hits filed as inhibitors | actives 1.1% (n = 580,000) | AID 1671190, 2021; further: potency means the concentration at half of the fitted maximal effect; on the % scale 0 is the no-effect control and ±100 the full control effect
Target sequence (P18054 whole entry, looked up): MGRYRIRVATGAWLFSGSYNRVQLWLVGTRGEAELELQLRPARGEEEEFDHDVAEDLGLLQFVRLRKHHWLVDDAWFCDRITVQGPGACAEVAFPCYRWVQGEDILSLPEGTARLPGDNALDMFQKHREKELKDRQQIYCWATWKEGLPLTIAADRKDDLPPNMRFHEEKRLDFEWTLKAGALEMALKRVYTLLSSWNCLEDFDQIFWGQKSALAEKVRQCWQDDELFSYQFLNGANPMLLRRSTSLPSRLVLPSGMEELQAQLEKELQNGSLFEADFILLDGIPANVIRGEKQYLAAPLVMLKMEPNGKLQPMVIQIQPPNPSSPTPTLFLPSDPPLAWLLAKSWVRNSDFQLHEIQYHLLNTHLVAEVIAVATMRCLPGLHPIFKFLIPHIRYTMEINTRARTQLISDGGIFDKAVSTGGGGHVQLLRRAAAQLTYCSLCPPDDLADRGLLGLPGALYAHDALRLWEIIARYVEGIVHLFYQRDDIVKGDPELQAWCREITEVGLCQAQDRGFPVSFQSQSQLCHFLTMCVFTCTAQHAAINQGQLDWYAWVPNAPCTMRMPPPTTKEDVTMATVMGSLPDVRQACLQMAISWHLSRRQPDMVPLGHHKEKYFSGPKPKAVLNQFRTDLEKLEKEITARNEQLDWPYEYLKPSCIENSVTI
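Purified human 12hLO (150 nM final) in 25 mM Hepes, 0.01% Triton X-100, pH 7.0 was preincubated 15 min at room temperature with compound. Then 40 uM arachidonic acid was added, 30 min. Hydroperoxide was read by Fe-XO absorbance ratio 573/405 nm.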
LDHA block: qHTS assay for inhibitors of human lactate dehydrogenase | L-lactate dehydrogenase A chain (Homo sapiens), P00338 | purified LDHA, NADH/diaphorase-resazurin fluorescence; active compounds read low | activity change, % (values are at about 110 or 230 µM) | actives 0.15% (n = 480,000); in the data active means activity change below about -30%; inconclusive means mostly about -25% to -30%;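 further: plate controls were DMSO wells for no effect and wells without enzyme for full effect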
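Resorufin fluorescence (ex540/em590), read at 0 and 20 min after diaphorase/resazurin addition, reports the NADH left after a 5 min room-temperature reaction of 2 nM human LDH5 with 0.06 mM NADH and 0.2 mM pyruvate.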
RGS4 inh: Inhibitors of Regulator of G Protein Signaling (RGS) 4: qHTS. Potency, µM (doses to about 114 µM), for inactives: at the highest dose activity change, negative = inhibition, most hits filed as inhibitors. Transcreener GDP fluorescence polarization, RGS4-accelerated GTP hydrolysis. AID 504845, 2011. actives 0.039% (n = 390,000). Regulator of G-protein signaling 4 (Homo sapiens), P49798; further: potency means the concentration at half of the fitted maximal effect; on the % scale 0 is the no-effect control and ±100 the full control effect; nearly all actives have a fitted effect of over 75% in size; some results filed as inactive show a strong effect at the top dose
Target sequence (P49798 whole entry, looked up): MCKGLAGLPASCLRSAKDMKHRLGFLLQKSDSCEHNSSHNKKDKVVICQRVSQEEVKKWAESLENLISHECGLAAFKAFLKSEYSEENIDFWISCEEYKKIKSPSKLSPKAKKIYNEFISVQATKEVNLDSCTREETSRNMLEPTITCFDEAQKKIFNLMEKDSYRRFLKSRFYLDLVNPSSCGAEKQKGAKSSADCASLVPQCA
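MLSMR compounds (23 nl, pin-transferred) preincubated 10 min at room temperature with a 500nM (2x) first reagent, then RGS4 at 900nM (2x) plus Transcreener GDP mix added; fluorescence polarization (620/688 nm) read before and after 90 min at 30 °C.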
POLH inh: qHTS for Inhibitors of Polymerase Eta. DNA polymerase eta (Homo sapiens), Q9Y253. recombinant Pol eta, fluorescent DNA replication assay. Potency, µM (titrated, usually from 114 µM), for inactives: at the highest dose activity change, negative = inhibition, most hits filed as inhibitors. actives 1.2% (n = 390,000); further: potency means the concentration at half of the fitted maximal effect; on the % scale 0 is the no-effect control and ±100 the full control effect
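Pol eta (10 nM) was preincubated with compounds for 15 min at room temperature, after which fluorescent replication substrate (50 nM final) was added to start the reaction. Fluorescence was read kinetically at 0 and 10 min.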
Apoferritin bind: qHTS Assay for Identification of Novel General Anesthetics. Ferritin light chain (Equus caballus), P02791. apoferritin/1-aminoanthracene competitive binding, fluorescence. Potency, µM (series often up to 77.5 µM), for inactives: at the top dose activity change, negative = displacement, usual class: inhibitors. actives 0.074% (n = 350,000). AID 485281, 2010; further: potency means the concentration at half of the fitted maximal effect; on the % scale 0 is the no-effect control and ±100 the full control effect; nearly all actives have a fitted effect of over 20% in size
Target sequence (P02791 2-175 limits assumed): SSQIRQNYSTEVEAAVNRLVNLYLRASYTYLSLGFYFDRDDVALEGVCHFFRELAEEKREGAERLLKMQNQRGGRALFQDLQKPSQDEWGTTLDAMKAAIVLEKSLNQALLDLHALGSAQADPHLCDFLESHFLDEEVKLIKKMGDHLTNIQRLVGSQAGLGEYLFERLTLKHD
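Concentration-response curves derived by four-parameter Hill fitting of normalized fluorescence, where compounds displaced 1-AMA from 10 uM horse apoferritin following a brief 10 min room-temperature incubation; propofol titration acted as positive control.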
APE1 inh: qHTS Assay for Inhibitors of the Human Apurinic/apyrimidinic Endonuclease 1 (APE1) | actives 0.35% (n = 350,000) | recombinant APE1, TAMRA/BHQ-2 abasic DNA cleavage fluorescence | DNA repair nuclease/redox regulator APEX1 (Homo sapiens), P27695 | Potency, µM (highest dose often 65.8 µM), inactives show at the highest dose activity change, negative = inhibition, hits mostly inhibitors;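 further: potency means the concentration at half of the fitted maximal effect; plate controls were vehicle for no effect and reference inhibitor for full effect; nearly all actives have a fitted effect of over 55% in size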
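Endonuclease cleavage of a quenched abasic-site DNA duplex (50 nM) by APE1 (0.75 nM) was tracked by TAMRA dequenching. Compounds were preincubated with enzyme 15 min at room temperature; data normalized to buffer-only and DMSO wells plus NSC13755 control.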
POLK inh: qHTS for Inhibitors of Polymerase Kappa | DNA polymerase kappa (Homo sapiens), Q9UBT6 | actives 0.53% (n = 400,000) | Potency, µM (highest dose often 107 µM), without a hit: at the top dose activity, negative = inhibition, hits mostly inhibitors | purified Pol kappa, fluorescent DNA synthesis assay, 10 min; further: potency means the concentration at half of the fitted maximal effect; on the % scale 0 is the no-effect control and ±100 the full control effect
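Inhibition of 10 nM Pol kappa is measured by a fluorescent read-out at 0 and 10 min following addition of 50 nM substrate (final), with a 15-min room-temperature compound preincubation.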
ERG Ets-DNA blk: qHTS for Small Molecule Inhibitors of the ERG Ets/DNA interaction | Transcriptional regulator ERG (Homo sapiens), P11308 | fluorescence polarization, His-ERG Ets domain / labelled DNA | Potency, µM (series often up to 76.9 µM), for inactives: at the top dose FP activity, negative = inhibition, usual class: inhibitors | actives 0.028% (n = 370,000) | AID 624246, 2012; active means well fitted inhibition curve with a large enough effect in the polarisation, with a control signal flat; inconclusive means small, poorly fitted or top-dose-only effect, or effect the other way, or a change in a side signal; inactive means no such curve, though single readings can be large or run the other way; the % refers to the polarisation;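 further: polarization taken with two DNA probes labelled with fluorescein and Texas red; potency means the concentration at half of the fitted maximal effect; % of control where 0% means no effect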
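His-tagged ERG Ets domain (1 uM in the protein solution; 300mM KCl, 50mM Tris-HCl, 1mM EDTA, 1mM DTT, pH 7.5) received compound, then a probe mix of 5 nM fluorescein-DNA and 100nM Texas-615-DNA. Fluorescence polarization was read for both dyes.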
POLB inh: qHTS Assay for Inhibitors of DNA Polymerase Beta | Pol beta primer extension/strand displacement, fluorescence kinetic | P06746 | actives 1.3% (n = 340,000) | AID 485314, 2010 | Potency, µM (doses to about 114 µM), for inactives: at the highest dose activity change, negative = inhibition, hits mostly inhibitors; further: potency means the concentration at half of the fitted maximal effect; on the % scale 0 is the no-effect control and ±100 the full control effect
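Preincubation: enzyme (10 nM) with compound, 15 min, RT. Reaction: substrate added to 50 nM final. Reads: 0 and 10 min. Analysis: normalized, Hill fit.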
Numbers without * were called inactive; i = inactive; ? = inconclusive; · = not tested or not shown; & = joins results of further samples; [ ] = remark or other dose. Unless noted, the call rests on the fitted dose curve; in most records, active means well fitted curve in the direction sought with a large enough effect; inconclusive means small, poorly fitted or top-dose-only effect, or another doubt; inactive means no such curve, though single readings can be large; an effect the other way counts as inactive or inconclusive.

SMILES	ALOX12 inh	LDHA block	RGS4 inh	POLH inh	Apoferritin bind	APE1 inh	POLK inh	ERG Ets-DNA blk	POLB inh
COc1ccc(-c2noc(-c3ccc(NCc4ccco4)c([N+](=O)[O-])c3)n2)cc1OC	-12.2%	2.0	20.6%	?	-12.9%	·	0.9%	1.1%	5.7%
O=C(NC1CC1)C1=C[C@H](c2csc3ccccc23)C[C@H](OCc2ccc(CO)cc2)O1	-8.7%	5.1	7.8%	-18.9%	-12.5%	-9.6%	13.7%	-2.0%	3.4%
Cc1cc(C)c(Cn2c(C)c(CNCCCc3ccccc3)c(C(=O)O)c2C)c(C)c1	?	4.0	-16.0%	-9.3%	-8.7%	·	-5.8%	-8.6%	11.7%
COc1cc(OC)c2c(-c3cccc(-c4ccoc4)c3)cc(=O)oc2c1	?	-4.2	-7.3%	-11.0%	·	-22.0%	-8.5%	-4.8%	·
O=C(COC(=O)CCC(=O)c1cccs1)NC1CC1	-0.2%	-4.1	0.1%	-28.0%	-2.6%	1.2%	-14.7%	-1.3%	2.5%
COc1ccc(C(=O)n2nc(-c3ccccc3)nc2N)cc1OC	-8.6%	-5.0	-0.9%	8.5%	-16.2%	-0.6%	-9.0%	-5.8%	0.2%
COc1cccc(/C=C(/C#N)c2nc3ccccc3[nH]2)c1OC(C)C(=O)O (centres undefined)	-24.6%	-0.4	-14.3%	5.8%	7.9%	10.9%	8.7%	16.0%	-0.7%
CCc1ccc(NC(=O)[C@@H](NC(=O)[C@@H]2Cc3ccccc3CN2)C(C)CC)cc1 (some centres undefined)	-9.1%	-10.1	12.0%	8.6%	-19.6%	5.2%	1.8%	-16.1%	18.2%
O=C(C1CCN(S(=O)(=O)c2ccc(Cl)cc2)CC1)N1CCN(c2ccccn2)CC1	54.2%	1.9	1.3%	-1.1%	·	2.0%	7.7%	1.0%	·
COc1ccc(NC(=O)COc2ccc3c(c2)CCC3)cc1	?	-0.9	14.8%	-21.8%	-13.8%	-1.6%	-3.9%	3.1%	8.4%
CCOC(=O)N1CCN(C(=O)C2CCN(S(=O)(=O)c3cc(OC)ccc3OC)CC2)CC1	18.2%	-3.7	-18.9%	-18.8%	-3.0%	22.8%	-4.2%	-1.4%	28.8%
COc1ccc(C2=CC(=O)N(Nc3ccccc3)C2=O)cc1	?	-17.2	-84.5%	-6.6%	?	-3.4%	-5.0%	6.9%	85.6%
Cc1ccc2oc(-c3cccc(NC(=O)c4ccccn4)c3)nc2c1	-7.2%	-7.2	7.9%	-14.6%	·	·	2.7%	-1.8%	·
COC(=O)CSc1nnc(-c2ccc3c(c2)OCO3)n1C	0.0%	-2.9	36.9%	8.0%	-6.4%	-2.3%	-22.3%	-3.6%	18.4%
O=[N+]([O-])c1cc([N+](=O)[O-])c2nonc2c1Nc1ccccc1O	?	-4.0	3.0%	-15.7%	-6.7%	61.6%[activator]	-7.1%	-6.3%	-2.3%
O=C(CSc1n[nH]c(-c2ccc(Cl)cc2Cl)n1)Nc1ccccn1	i	0.4	-12.4%	-17.7%	?	6.7%	-19.3%	15.0%	-4.5%
CCOC(=O)c1ccccc1NC(=O)Cn1nnc2sc3c(c2c1=O)CCCC3	?	-1.2	22.8%	·	-10.9%	·	5.1%	-3.0%	29.3%
COCCCNC(=O)CNC(=S)N(Cc1ccc(F)cc1)C1CCCCC1	10.4%	-2.5	-18.1%	-15.8%	-10.3%	1.0%	-3.7%	-6.9%	-1.6%
CCc1nnc(NC(=O)c2ccc(S(=O)(=O)N(CCOC)CCOC)cc2)s1	1.5%	-4.9	-17.3%	-17.1%	-1.8%	-5.0%	13.8%	-1.8%	28.7%
CC(=O)Nc1ccc(NC(=O)CN(c2cccc(C(C)=O)c2)S(C)(=O)=O)cc1	-9.9%	-4.5	-20.7%	-7.3%	-7.9%	10.9%	-5.6%	-3.5%	18.1%
COc1ccc2cc3cc(C(=O)NCc4ccccn4)oc3nc2c1	2.0%	-3.1	-3.5%	5.2%	-5.4%	11.2%	-2.0%	9.8%	71.1%
Cc1ccc(NS(=O)(=O)c2cc3[nH]c(=O)c(=O)[nH]c3cc2C)cc1Cl	?	-4.7	-4.7%	-11.5%	-9.1%	·	-9.7%	2.8%	31.1%
Cc1ccc(CNC(=O)CS(=O)Cc2nc(-c3ccccc3F)oc2C)cc1 (centres undefined)	-8.7%	-0.2	9.5%[11.4 µM]	-10.6%	-7.7%	10.9%	-12.5%	2.8%	1.5%
COc1cccc(C(=O)Nc2c(C(=O)NC(C)(C)C)oc3ccccc23)c1	-24.5%	5.9	-12.0%	-26.6%	-8.7%	·	0.1%	10.9%	0.3%
Fc1ccccc1C1c2cccn2CCN1C(=S)Nc1ccc(Br)cc1 (centres undefined)	?	-0.4	-21.3%	-10.6%	-13.2%	6.0%	-20.9%	3.1%	0.2%
CS(=O)(=O)Cc1ccc(C(=O)NC2CCN(Cc3ccccc3)C2)cc1 (centres undefined)	-23.7%	-6.1	10.5%	-3.5%	-2.5%	-9.5%	1.8%	7.2%	17.8%
Cc1oc(-c2ccccc2F)nc1CS(=O)(=O)CC(=O)N1CCN(c2cccc(C(F)(F)F)c2)CC1	-13.8%	-0.9	9.1%	-13.7%	6.2%	·	-23.2%	-2.4%	1.0%
CCC(=O)Oc1ccc(-c2nc(-c3cccnc3)no2)cc1	0.0%	-2.6	-11.8%	-2.7%	-13.1%	-0.4%	-13.9%	-5.8%	39.2%
CC12CC3CC(C)(C1)CC(Nc1nc(N4CCOCC4)nc4ccccc14)(C3)C2	0.0%	-1.7	1.4%	-24.8%	0.6%	11.4%	0.1%	-3.3%	-7.1%
COc1cccc(OC)c1OCCOCCN1CCN(C)CC1	63.9%[activator]	-2.8	-8.8%	-10.6%	7.7%	1.0%	7.6%	-2.2%	24.2%
O=C(COC(=O)CCCNC(=O)c1ccc(Cl)cc1)Nc1ccc(Br)cc1	8.9%	-11.7	-5.7%	-6.2%	1.9%	6.7%	-9.3%	2.3%	32.0%
CNC(=O)CSc1nccn1Cc1ccc(Cl)cc1	-25.5%	-8.0	7.6%	-3.3%	-7.0%	-7.7%	-12.6%	-14.2%	-5.9%
Cc1ccc(S(=O)(=O)CCC(=O)Nc2ccccc2Cl)cc1	-2.2%	0.7	-5.9%	-6.2%	-4.7%	19.9%	11.8%	9.2%	16.1%
Cc1ccc(S(=O)(=O)N2CCc3cc(C(=O)Nc4c(C)cccc4C(C)C)ccc32)cc1	2.6%	-4.7	7.2%	-22.5%	7.7%	·	-6.7%	5.3%	?
COc1ccc(N(CC(=O)N2CCN(c3cccc(C)c3C)CC2)S(=O)(=O)c2c(C)noc2C)cc1	-2.8%&-15.0%	-1.8&2.1	1.0%&4.4%	-15.9%&-23.1%	10.6%&43.6%	24.5%	2.0%&-2.8%	3.2%&3.6%	1.9%&1.2%
CCCCNc1nc2ccccc2n1CC(=O)Nc1ccc2c(c1)OCCO2	-13.8%	-1.4	12.4%[11.4 µM]	-6.3%	-2.7%	2.3%	2.5%	25.2%	0.4%
COc1nc(Nc2ccc(-c3nc4ccccc4o3)cc2)nc(N2CCOCC2)n1	1.3%	-0.4	5.7%	-12.1%	·	·	-1.3%	-1.9%	·
COCOc1ccc(C=O)cc1OCOC	-7.2%	3.5	5.8%	-8.7%	·	·	2.9%	15.1%	·
COC(=O)c1ccccc1-n1c(C)nc(=O)c(-c2ccccc2)c1C	-45.9%	-1.6	22.0%	-12.6%	2.3%	23.4%	-17.6%	-2.0%	-7.0%
COc1ccc(CNC(=O)CCn2ccc3cc(S(=O)(=O)N4CCCC4)ccc32)cc1	-15.9%	-6.4	26.4%	-7.8%	-14.8%	51.5%[activator]	-2.5%	-2.4%	15.6%

Four entries from above, bar-delimited:
SMILES | ALOX12 inh | LDHA block | RGS4 inh | POLH inh | Apoferritin bind | APE1 inh | POLK inh | ERG Ets-DNA blk | POLB inh
COc1nc(Nc2ccc(-c3nc4ccccc4o3)cc2)nc(N2CCOCC2)n1 | 1.3% | -0.4 | 5.7% | -12.1% | · | · | -1.3% | -1.9% | ·
CCOC(=O)c1ccccc1NC(=O)Cn1nnc2sc3c(c2c1=O)CCCC3 | ? | -1.2 | 22.8% | · | -10.9% | · | 5.1% | -3.0% | 29.3%
Cc1ccc(S(=O)(=O)CCC(=O)Nc2ccccc2Cl)cc1 | -2.2% | 0.7 | -5.9% | -6.2% | -4.7% | 19.9% | 11.8% | 9.2% | 16.1%
O=C(CSc1n[nH]c(-c2ccc(Cl)cc2Cl)n1)Nc1ccccn1 | i | 0.4 | -12.4% | -17.7% | ? | 6.7% | -19.3% | 15.0% | -4.5%

The list is partial; the hit share may differ from the screen's.
